# High-throughput results: PubChem, Sanford-Burnham Center for Chemical Genomics
# tim23-1 inh: growth inhibitors of tim23-1 mutant yeast; S. cerevisiae tim23-1 growth, BacTiter-Glo luminescence, 24 h; inhibition, % at 20 µM; actives 1.3% (n = 330,000); AID 463212;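 active = growth inhibition of the mutant yeast at or above 50%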;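 also: temperature-sensitive mutant grown at 25 °C; plate controls were DMSO-treated mutant yeast for no effect and medium wells lacking yeast for full effect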
# 697 NFkB inh: lowers PMA/ionomycin-induced NF-kB signal in 697 B cells. 697 B-cell NF-kB luciferase reporter, 16 h. inhibition, % at 4 µM. AID 435022. actives 0.33% (n = 330,000); in the data active = inhibition above about 35%
# Mdm2 MdmX PPI: human Mdm2/MdmX binding inhibition; O15151+Q00987; SaOS-2 split-luciferase Mdm2/MdmX complementation, luminescence; inhibition, % at 8 µM; actives 3% (n = 330,000); AID 485346;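 active = inhibition of at least 50% at 8 µM in the primary screen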
# UPR XBP1 act: adaptive UPR (XBP1) activation; CHO-XBP1 luciferase reporter, IRE1-XBP1 UPR activation, luminescence; percent of tunicamycin response, DMSO as zero; activation, % at 20 µM; actives 0.33% (n = 330,000); AID 463104;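 active = versus positive control, 20 µM dose yields 30% or more activation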;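 also: 100% = tunicamycin at 10 µg/mL and 0% = DMSO only wells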
#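 Signal: luciferase luminescence; Assay system: CHO-XBP1 luciferase reporter cells; Amount: one thousand reporter cells per well; Dosing: 20 µM single concentration, DMSO 1%; Benchmarks: high control tunicamycin 10 µg/mL final, low control DMSO vehicle only; Schedule: 6 h compound exposure at 37 °C, 5% CO2; Evaluation: percent activation relative to tunicamycin reference.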
# APJ antagonist: APJ receptor antagonism. CHO-K1 APJ beta-arrestin complementation, luminescence. AID 2521. inhibition, % at 20 µM. actives 0.32% (n = 330,000);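 active = inhibition above about 40% at 20 µM, limit read from the data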;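 also: cells challenged with 10 nM apelin-13 agonist together with compound; plate controls were apelin-13 plus DMSO wells for no effect and DMSO wells lacking apelin-13 for full effect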
# Target sequence (P35414 whole entry, looked up): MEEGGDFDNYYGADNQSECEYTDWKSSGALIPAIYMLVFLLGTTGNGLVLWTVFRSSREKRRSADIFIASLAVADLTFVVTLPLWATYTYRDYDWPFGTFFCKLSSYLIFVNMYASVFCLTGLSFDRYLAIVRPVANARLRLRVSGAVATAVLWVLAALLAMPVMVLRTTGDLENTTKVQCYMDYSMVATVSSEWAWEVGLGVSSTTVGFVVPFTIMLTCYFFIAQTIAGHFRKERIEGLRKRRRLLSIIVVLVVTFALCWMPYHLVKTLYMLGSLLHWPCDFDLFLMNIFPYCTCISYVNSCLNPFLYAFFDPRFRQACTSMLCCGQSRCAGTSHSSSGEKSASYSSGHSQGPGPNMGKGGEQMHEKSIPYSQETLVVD
# APJ ag: agonists of human APJ apelin receptor; activation, % at 20 µM; actives 0.11% (n = 330,000); CHO-K1 APJ PathHunter beta-arrestin, luminescence; 0% DMSO wells, 100% apelin; AID 2520; P35414;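 active = activation more than six SD over the plate average, tested at 20 µM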;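 also: 0% = DMSO alone and 100% = apelin-13 at 10 nM; some results filed as inactive read as strong as hits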
#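 Assay system – PathHunter CHO-K1 APJ (AGTRL-1) beta-arrestin reporter cells · Compound – one dose, 20 µM compound, 1% DMSO · Timing – compound 90 min 25 °C, reagent 1 h · Measured by – luminescence from split beta-galactosidase complementation, Galacton Star/Emerald II substrate · Measure – beta-arrestin recruitment to APJ as agonist activity, luminescent signal · Benchmarks – DMSO vs Apelin-13 10 nM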
# Jurkat NFkB inh: lowers PMA/ionomycin-induced NF-kB signal in Jurkat cells; AID 435003; actives 0.53% (n = 330,000); inhibition, % at 4 µM; PMA/ionomycin-induced NF-kB luciferase reporter, luminescence; in the data active = inhibition above about 50%
# UPR CHOP act: activators of apoptotic arm of unfolded protein response (CHOP); CHO-CHOP luciferase reporter, UPR activation, luminescence; percent of tunicamycin response over DMSO baseline; AID 449763; activation, % at 10 µM; actives 0.34% (n = 330,000);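 active = at 10 µM dose, activation of 40% or more, normalized to positive control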;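 also: 100% = tunicamycin at 10 µg/mL and 0% = DMSO alone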
#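 System: CHO-CHOP luciferase reporter cell line; amount: 500 cells/well; buffer or medium: F12 medium containing 10% fetal bovine serum; incubation: 6 h compound exposure at 37 °C after overnight seeding; measured by: luciferase luminescence after 10 min with Steady-Glo reagent; evaluation: % reporter activation, DMSO baseline versus tunicamycin full activation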
# The depositor's hits bear a star.
# Every second line gives: tim23-1 inh, 697 NFkB inh, Mdm2 MdmX PPI, UPR XBP1 act, APJ antagonist, APJ ag, Jurkat NFkB inh, UPR CHOP act
COC(=O)COc1ccc(Oc2cc(C)nc(SC)n2)nn1
→ 8, 13, 6, 0, -7, -5, -1, -0.3
C=CCN(N=Nc1cccc([N+](=O)[O-])c1)c1cccc([N+](=O)[O-])c1
→ 8, 4, 15, 0, 3, -5, -7, 1.6
CC(O)CNc1nc2sc3c(c2c(=O)n1Cc1ccco1)CCCCC3 (centres undefined)
→ 25, -23, -25, 3, -20, 4, -15, 4.4
O=C1N(Cc2cccc(Cl)c2)C[C@@H]2C[C@@H](c3cccn3-c3ccccn3)N3CCC[C@@]123
→ 16, 1, 26, -1, 10, -5, -2, 2.0
O=C(Nc1cccc(F)c1)C1CCCN(C(=O)c2ccc(Cl)cc2)C1 (centres undefined)
→ 42, 22, 5, -3, -2, 0, 31, 0.4
Cc1ccc2c(C)c(C(=O)N(Cc3ccc(N(C)C)cc3)C3CCS(=O)(=O)C3)oc2c1 (centres undefined)
→ 40, 8, 27, 0, -8, -5, 0, 1.9
COC(=O)CCN(C(=O)c1cccc([N+](=O)[O-])c1)c1ccccn1
→ -3, -2, 14, -6, -13, -3, 7, 0.3
Nc1nc(SCC(=O)Nc2cc(S(=O)(=O)N3CCOCC3)ccc2Cl)n[nH]1
→ 7, 8, 12, 0, 0, -3, 1, 1.1
CCN(CC)CCn1c(-c2ccccc2)nc(=S)c2c1CC(C)(C)OC2
→ 9, -21, 1, 1, -5, -3, 2, -1.5
CCOc1ccccc1N1CCN(C(=O)c2cc(C)oc2C)CC1
→ 10, 10, 9, 2, 9, -4, 8, -0.9
C=CCn1c(SCC(N)=O)nc2scc(-c3ccc(C)o3)c2c1=O
→ 15, -63, -69, 5, 8, 0, -55, 6.5
O=C(O)c1ccc(/C=N/Nc2nc(N3CCCCC3)nc(N3CCCCC3)n2)cc1
→ 23, -2, 6, 0, -20, -2, 4, 0.9
O=C(Nc1nnc(C2CC2)s1)C1CCCO1 (centres undefined)
→ -1, 8, 1, 1, 7, -2, 2, 4.1
Cc1oc2c(C)c(O)ccc2c(=O)c1-c1ccc2ccccc2n1
→ 5, 15, 11, 0, -8, -1, -4, 0.8
COc1cccc(CC(=O)N2CCN(S(=O)(=O)c3ccc(Br)cc3)CC2)c1
→ 33, 6, 7, 1, -5, -4, 4, -0.9

# Two consecutive compounds out of the list so far, quoted:
# Every second line gives: tim23-1 inh, 697 NFkB inh, Mdm2 MdmX PPI, UPR XBP1 act, APJ antagonist, APJ ag, Jurkat NFkB inh, UPR CHOP act
Cc1oc2c(C)c(O)ccc2c(=O)c1-c1ccc2ccccc2n1
→ 5, 15, 11, 0, -8, -1, -4, 0.8
COc1cccc(CC(=O)N2CCN(S(=O)(=O)c3ccc(Br)cc3)CC2)c1
→ 33, 6, 7, 1, -5, -4, 4, -0.9

# Carrying on.
# Every second line gives: tim23-1 inh, 697 NFkB inh, Mdm2 MdmX PPI, UPR XBP1 act, APJ antagonist, APJ ag, Jurkat NFkB inh, UPR CHOP act
CC(C)C(=O)N1CCC(Cc2ccccc2)CC1
→ 15, -9, -5, -3, -15, 0, -3, 0.1
O=C(Nc1ncccn1)c1cc(-c2cccc(Br)c2)nc2ccccc12
→ 24, 8, 23, -3, 3, 1, -5, -0.6
CCCC(=O)Nc1nc(CC(=O)OCC)cs1
→ 4, 21, 5, -1, -6, -1, -5, 2.2
O=c1cc(Cc2nnc(SCc3ccccc3)n2-c2ccc(Cl)cc2)[nH]c(=O)[nH]1
→ 12, 0, 9, -1, 5, -2, -12, -0.7
O=C(O)C(O)C(O)c1nc2ccccc2[nH]1 (centres undefined)
→ 13, 11, 5, -4, 3, 0, -6, -1.0
CC1CCN(c2ncccc2C(=O)O)CC1
→ 10, 9, -6, 3, 15, -3, 0, -1.9
COc1cccc(NC(=O)CCC2CCN(C(=O)c3sccc3C)CC2)c1
→ 21, 7, 16, -1, -38, -7, -6, -1.2
Cc1cccc(CN2CCSc3sccc3C2=O)c1
→ 15, 14, 12, -4, 16, -3, -2, 4.1
CC(=O)c1cccc(NC(=O)/C=C/c2ccc(S(=O)(=O)N3CCOCC3)cc2)c1
→ 12, 7, 18, -3, 3, 0, 7, -1.7
CC1(C)CC(=O)C2=C(C1)N(Cc1cccnc1)C(=O)C2(NC(=O)c1cccnc1)C(F)(F)F (centres undefined)
→ 6, 11, -10, 0, 9, -3, 2, 0.3
Cc1cccc(OCC(=O)NCC(=O)N/N=C/c2ccc(N(C)C)cc2)c1
→ 0, -3, 21, -2, -12, 1, -17, 0.5
Cc1ccc(C(=O)N2CCN(c3ccc([N+](=O)[O-])c(N4CCOCC4)c3)CC2)cc1
→ 11, 10, 4, 0, -15, -6, 27, -0.8
CCc1nnc(N/N=C/c2ccccc2F)n1N
→ 5, 5, -27, -1, -7, -1, 0, -0.7
COc1cc(NC(=O)C2CCN(S(=O)(=O)c3ccc4[nH]c(=O)oc4c3)CC2)cc(OC)c1
→ -8, -10, 14, -5, -13, 8, 3, -0.4
Nc1nnc(Sc2ccc(Cl)cc2[N+](=O)[O-])s1
→ -2, -11, 14, 0, -8, 7, -4, 0.5

# (further entries)
SMILES	tim23-1 inh	697 NFkB inh	Mdm2 MdmX PPI	UPR XBP1 act	APJ antagonist	APJ ag	Jurkat NFkB inh	UPR CHOP act
CC(=O)Nc1cccc(N=NN2CCOCC2)c1	-2	17	13	-2	3	-3	-4	1.4
Cc1cc(S(=O)(=O)N(Cc2ccc(C(C)C)cc2)CC2CCCO2)ccc1-n1cnnn1 (centres undefined)	25	-36	23	-1	3	-1	22	-1.4
Cc1c(C(C)CCCO)oc(=O)c2c1Oc1c(C)c(C(C)C[C@@H](C)O)oc(=O)c1C2 (some centres undefined)	9	2	-16	-1	4	-3	-4	-0.1
O=C(/C=C/c1ccco1)NC(=S)Nc1ccc(Cl)cn1	-18	7	-18	1	20	-9	8	1.5
CC12CCC(c3n[nH]c(=S)nc31)C2(C)C (centres undefined)	4	-27	0	-1	2	-3	-1	4.2
COc1ccc(CN2CCNC(=O)C2CC(=O)NCc2cn3ccc(C)cc3n2)c(OC)c1 (centres undefined)	7	12	-11	1	18	0	3	-1.8
CC1(C)Cc2cccc(OCC(=O)NCCc3ccccc3)c2O1	17	-30	19	2	3	-5	-14	4.1
Cc1ccc(S(=O)(=O)NN2C(=O)c3ccccc3NC2(C)C)cc1	18	-4	9	-1	-14	1	7	-2.0
CC1(c2nnc(Cc3ccccc3)o2)CC(c2cccc(F)c2)=NO1 (centres undefined)	7	-1	17	-3	-86	9	18	1.3
S=C(NCCc1ccccc1)Nc1ccc(N2CCCCC2)cc1	41	4	5	5	6	-6	1	1.4
COc1ccc(S(=O)(=O)Nc2noc3ccccc23)cc1	3	-23	-34	-1	30	-3	-12	-0.3
Cc1nnc(SCC(=O)N(C2CCCCC2)C2CCS(=O)(=O)C2)n1C (centres undefined)	-11	15	1	3	-42	-3	10	-1.5
CC(C)(C)C(=O)CN1C(=O)NC(c2ccccc2)(c2ccccc2)C1=O	8	-11	-30	-2	18	-2	-13	0.9
COc1ccccc1Oc1ccc(S(=O)(=O)Nc2cccnc2)cc1	8	-1	16	1	5	-2	20	-0.8
CCOc1ccc(Cn2ccnc2)cc1[N+](=O)[O-]	9	-7	-22	0	-28	2	0	2.0
CCS(=O)(=O)N1CCCC(C(=O)NCc2ccc3c(c2)OCO3)C1 (centres undefined)	-1	12	11	-3	5	-4	6	0.3
Cc1ccc(CS(=O)(=O)CCC(=O)NCC2CCCO2)cc1 (centres undefined)	-3	1	-7	-2	7	-2	-1	1.7
Clc1ccc2nc(CN3CCCCCC3)cn2c1	7	4	-17	1	-10	-3	-11	0.6
COc1ccc(/C=N\NC(=O)c2ccc([N+](=O)[O-])cc2)cc1COc1c(F)c(F)cc(F)c1F	33	6	15	0	-106	16	12	0.3
CC(C)(C)n1ncc2c(=O)n(CC(=O)Nc3ccc4c(c3)OCO4)cnc21	9	3	0	7	0	-3	3	-0.3

# Next part; the last 5 above are carried over.
SMILES	tim23-1 inh	697 NFkB inh	Mdm2 MdmX PPI	UPR XBP1 act	APJ antagonist	APJ ag	Jurkat NFkB inh	UPR CHOP act
CCS(=O)(=O)N1CCCC(C(=O)NCc2ccc3c(c2)OCO3)C1 (centres undefined)	-1	12	11	-3	5	-4	6	0.3
Cc1ccc(CS(=O)(=O)CCC(=O)NCC2CCCO2)cc1 (centres undefined)	-3	1	-7	-2	7	-2	-1	1.7
Clc1ccc2nc(CN3CCCCCC3)cn2c1	7	4	-17	1	-10	-3	-11	0.6
COc1ccc(/C=N\NC(=O)c2ccc([N+](=O)[O-])cc2)cc1COc1c(F)c(F)cc(F)c1F	33	6	15	0	-106	16	12	0.3
CC(C)(C)n1ncc2c(=O)n(CC(=O)Nc3ccc4c(c3)OCO4)cnc21	9	3	0	7	0	-3	3	-0.3
NC1=NC[C@@H](Cc2ccc(O)cc2)N1CCCCC1CCCCC1	3	-23	41	-2	21	0	5	-0.4
COc1ccc(-c2nnn(CC(=O)NCc3ccc4c(c3)OCO4)n2)cc1OC	11	-13	17	0	12	-3	-9	-0.8
Cc1sc(NC(=O)C2CCCO2)c(C(N)=O)c1C (centres undefined)	3	6	17	0	9	-8	13	1.4
CC(C)CCn1c(S(=O)(=O)O)nc2ccccc21	12	6	-24	0	4	-1	-6	-0.3
CN(C)CCCNC(=O)c1cc(Br)ccc1Cl	3	23	6	1	-2	-4	-9	-0.8
CC(C)c1onc(C(=O)Nc2cccnc2Cl)c1[N+](=O)[O-]	18	3	14	-4	-4	-1	-4	-1.0
CNC(=O)C1(CC(C)C)C=CCN1C(C)=O (centres undefined)	-2	1	17	-1	-7	-3	1	-0.5
CCc1nc(SCC(N)=O)c2c(=O)n(C)c(=O)n(C)c2n1	10	20	20	-2	1	-2	3	-1.9
